# Dicer processing – inhibitors of Dicer pre-microRNA processing, primary screen, biochemical, cat-ELCCA, chemiluminescence. z-score at 25 µM. cat-ELCCA pre-miR-21 Dicer processing; stronger effect = higher value. AID 1347074, 2019. 47,000 compounds, 6% hits; in the data active means z-score above about 3, passing the limit was not always enough;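 further: plate controls were vehicle for no effect and no enzyme for full effect; higher signal means more uncleaved substrate so more Dicer inhibition; strong numbers were not always called active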
# Target sequence (Q9UPY3 whole entry, looked up): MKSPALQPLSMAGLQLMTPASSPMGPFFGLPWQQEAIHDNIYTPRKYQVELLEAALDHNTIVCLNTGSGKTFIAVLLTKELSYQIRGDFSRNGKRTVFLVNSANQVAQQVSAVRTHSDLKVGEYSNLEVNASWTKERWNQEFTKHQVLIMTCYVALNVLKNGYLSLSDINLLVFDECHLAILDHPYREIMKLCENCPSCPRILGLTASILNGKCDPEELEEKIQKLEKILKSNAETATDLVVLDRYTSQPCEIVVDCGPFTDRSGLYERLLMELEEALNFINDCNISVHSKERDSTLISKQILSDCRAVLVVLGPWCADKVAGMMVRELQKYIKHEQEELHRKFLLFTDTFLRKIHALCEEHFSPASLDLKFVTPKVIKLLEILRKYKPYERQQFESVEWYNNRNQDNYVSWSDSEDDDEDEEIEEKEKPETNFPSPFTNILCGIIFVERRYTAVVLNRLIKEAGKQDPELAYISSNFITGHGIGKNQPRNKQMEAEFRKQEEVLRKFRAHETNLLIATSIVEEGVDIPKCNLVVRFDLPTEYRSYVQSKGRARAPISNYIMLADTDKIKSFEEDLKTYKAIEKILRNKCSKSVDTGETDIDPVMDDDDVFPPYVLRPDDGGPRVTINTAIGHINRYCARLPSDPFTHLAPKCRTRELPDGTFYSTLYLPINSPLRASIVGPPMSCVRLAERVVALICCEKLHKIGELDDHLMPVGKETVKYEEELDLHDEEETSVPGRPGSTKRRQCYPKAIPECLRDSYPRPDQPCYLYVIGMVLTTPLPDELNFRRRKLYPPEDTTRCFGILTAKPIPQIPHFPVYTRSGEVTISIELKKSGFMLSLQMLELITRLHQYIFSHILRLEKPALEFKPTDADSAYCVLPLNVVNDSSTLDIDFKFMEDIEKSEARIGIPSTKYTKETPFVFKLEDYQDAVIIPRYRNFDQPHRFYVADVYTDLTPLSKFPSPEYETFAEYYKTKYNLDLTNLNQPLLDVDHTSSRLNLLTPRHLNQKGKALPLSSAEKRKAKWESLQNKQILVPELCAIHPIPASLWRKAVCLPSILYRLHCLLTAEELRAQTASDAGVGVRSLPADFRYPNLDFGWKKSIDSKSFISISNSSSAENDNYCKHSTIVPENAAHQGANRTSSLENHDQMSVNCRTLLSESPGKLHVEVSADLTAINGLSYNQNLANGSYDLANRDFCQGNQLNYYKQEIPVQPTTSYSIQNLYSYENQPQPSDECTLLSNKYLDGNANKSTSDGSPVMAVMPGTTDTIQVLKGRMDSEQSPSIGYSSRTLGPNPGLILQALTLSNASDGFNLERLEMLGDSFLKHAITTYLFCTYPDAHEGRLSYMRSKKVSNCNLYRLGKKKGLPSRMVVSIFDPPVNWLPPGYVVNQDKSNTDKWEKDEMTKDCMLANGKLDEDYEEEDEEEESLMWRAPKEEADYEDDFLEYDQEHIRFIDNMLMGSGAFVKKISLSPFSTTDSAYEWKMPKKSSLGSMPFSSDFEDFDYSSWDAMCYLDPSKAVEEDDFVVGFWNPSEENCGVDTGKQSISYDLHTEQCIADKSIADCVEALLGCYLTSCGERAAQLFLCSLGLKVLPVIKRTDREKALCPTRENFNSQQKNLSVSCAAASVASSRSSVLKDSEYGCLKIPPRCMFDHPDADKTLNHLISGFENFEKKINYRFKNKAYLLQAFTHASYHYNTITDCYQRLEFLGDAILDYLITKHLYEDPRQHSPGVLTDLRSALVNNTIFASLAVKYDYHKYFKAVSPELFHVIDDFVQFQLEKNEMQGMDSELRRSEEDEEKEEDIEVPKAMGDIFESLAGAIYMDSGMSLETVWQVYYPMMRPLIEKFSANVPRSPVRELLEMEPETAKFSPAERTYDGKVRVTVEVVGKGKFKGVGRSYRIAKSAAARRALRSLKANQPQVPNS
# * marks the source's active call; other numbers are inactive results.
SMILES,Dicer processing
COc1ccc(Cc2nnc(SCc3ccc(C)cc3)o2)cc1,0.03
C=C(C)CN1c2ccccc2Sc2ccccc21,2.3
O=C1CC(c2ccccc2)CC2=C1C(c1ccc3c(c1)OCO3)Nc1ccccc1N2 (stereo not given),1.5
COc1ccc(OC)c(Nc2nc(-c3ccccc3O)nc3ccccc23)c1,1.6
CN1c2ccccc2C(C)(C)C12C=Cc1cc(O)ccc1O2 (stereo not given),15*
COc1ccc(C2CC(=O)C3=C(C2)Nc2ccccc2NC3c2cc(F)ccc2F)cc1OC (stereo not given),2
O=C(Nc1cscc1S(=O)(=O)c1ccc(Cl)cc1)c1ccccc1Cl,-1.4
CN1/C(=C\C(=O)c2ccccc2)C(C)(C)c2ccccc21,2.6
C=CCOc1cccc(C2c3c(oc4ccccc4c3=O)C(=O)N2c2nncs2)c1 (stereo not given),-1.3
O=C(Nc1ccccc1SCc1noc(-c2cccs2)n1)c1cccc(C(F)(F)F)c1,-0.66
CCOC(=O)c1sc(/S(C)=N/S(=O)(=O)c2ccc(C)cc2)c2c1CCC=C2 (stereo not given),-0.79
CC(C)(C)/C=N/Nc1nc2c(Cl)cc(Cl)cc2s1,-1.2
COCCCn1c(SCC(=O)c2ccc(Cl)cc2)nnc1-c1ccc(C(C)(C)C)cc1,-1.1
O=C(Nc1nc(C(F)(F)F)c(-c2ccccc2)s1)c1cccs1,1.5
C[C@](N)(Cc1ccc(O)c(O)c1)C(=O)O,1.3
O=C(Cn1c2ccccc2n2nc(-c3ccco3)nc12)c1ccc(Cl)cc1,-0.7
Cc1ccc(OCC(=O)NNC(=O)Cc2ccccc2)c2c1CCC2,-0.91
S=C(Nc1ccc(Cl)c(Cl)c1)Nc1cc(-c2cccs2)[nH]n1,-0.42
CCCCc1c(O)nc2sc3ccccc3n2c1=O,0.25
O=C(OCCSCc1cc([N+](=O)[O-])cc2c1OCOC2)c1ccc(Cl)cc1,0.23
CO[C@@H]1O[C@H](COC(C)=O)[C@@H](OC(C)=O)[C@H](OC(C)=O)[C@H]1OC(C)=O,-0.45
CCc1ccccc1N1CC23C=CC(O2)C(C(=O)O)C3C1=O (stereo not given),0.54
Clc1ccccc1-c1nc(N2CCCC2)c2ccccc2n1,0.52
Cc1ccc(OCc2nc(C#N)c(N3CC(C)OC(C)C3)o2)cc1 (stereo not given),-0.84
CC(C)(C)c1ccc(-c2cc3ncnc(Nc4cccc(Cl)c4)c3s2)cc1,0.56

# Continued:
SMILES,Dicer processing
CCOC(=O)c1ccc(NC(=S)NNC(C)(C)C)cc1,0.75
COC(=O)c1ccc(C2c3c(oc4ccccc4c3=O)C(=O)N2c2nc(C)c(C(=O)OC)s2)cc1 (stereo not given),1.7
COc1ccccc1N1CC(C)(C)C(=O)N(C(=O)c2ccc(Cl)cc2)C1=S,-0.7
COC(=O)C(CC(C)C)NC(=O)CSc1nnc(C)c(=O)[nH]1 (stereo not given),0.85
COc1ccc(-c2cnn3c(C(F)(F)F)cc(C)nc23)cc1OC,-0.43
C=CCn1c2ccc(C)cc2c2nc3ccccc3nc21,-0.6
CSc1sc(C(=O)N2CCOCC2)cc1-c1nc(-c2ccc(Cl)cc2)cs1,0.41
CC1CC(C)CN(S(=O)(=O)c2cccc(-c3cn4cc(Cl)ccc4n3)c2)C1 (stereo not given),-0.12
CCCCCCCNC(=O)c1cc([N+](=O)[O-])cc2c1-c1ccc([N+](=O)[O-])cc1C2=O,0.72
CC1CN(Cc2c(O)ccc3c(=O)c(-c4ccccc4)c(C(F)(F)F)oc23)CC(C)O1 (stereo not given),-0.82
O=C(Nc1ccc(OCc2ccccc2)cc1)NC1CCCc2ccccc21 (stereo not given),-1.6
COC(=O)c1cnc(OC)c([N+](=O)[O-])c1,-0.89
O=C(C1CC(c2c(F)cccc2Cl)=NO1)N1CCCCC1 (stereo not given),0.09
CC1CCc2oc3ccc(NS(=O)(=O)c4cccc5cccnc45)cc3c2C1 (stereo not given),-0.24
Cc1cc(C)n2c(Br)c(CSc3nnnn3-c3ccccc3)nc2n1,4.2*
CCOC(=O)/C(C#N)=C/Nc1nc2ccc(C)cc2s1,2.2
Cc1ccc(-c2c(C)c(C)nc(N)c2C#N)o1,-1.2
Cc1cccc(C)c1NC(=O)C(C)N1CCCC1 (stereo not given),0.07
Cc1ccc(/C=N/N2C(=O)/C(=C/c3ccccc3Cl)N=C2c2ccccc2)o1,-2.1
CC(=O)c1ccc(Oc2ccc([N+](=O)[O-])c(Oc3ccc(C(C)=O)cc3)n2)cc1,-0.83
C=CCC(C(=O)N1CCc2ccccc21)C(=O)N1CCc2ccccc21,-0.15
O=S(=O)(c1cccc2c(Cl)cccc12)N1CCCNCC1,-2.5
O=C(Nc1ccc(Cl)cn1)c1ccc2c(c1)OCCO2,0.31
CCc1n(CC(O)COc2cccc(Cl)c2)c2ccccc2[n+]1C (stereo not given),0.01
COc1ccc(OC)c(C2Nc3ccc4ncccc4c3C3=C2C(=O)CCC3)c1 (stereo not given),0.43

# (list continues)
SMILES,Dicer processing
C=C1SC(Nc2ccccc2Cl)=NC1(C)C,-2.1
CC(C)C(=O)Nc1ccc2nn(-c3ccc(F)cc3)nc2c1,1.7
COC(=O)c1cnc(N2CCSCC2)nc1C(F)(F)F,0.38
C=CCNC(=S)NNC(=O)CSc1nnc(-c2ccccc2)n1C,-0.5
CCOC(=O)c1c(Cl)c(C(C)(C)C)nc(N2CCOCC2)c1C#N,-3.1
O=C(O)CCC(=O)N1c2ccccc2NC2=C(C(=O)CC(c3ccccc3)C2)C1c1cccc(F)c1 (stereo not given),-1.1
CCCC(=O)Nc1ccc(OCC(O)CNC(C)C)c(C(C)=O)c1 (stereo not given),1
CCOC(=O)/C(C#N)=C/c1ccc(-c2ccccc2)cc1,1.2
COc1ccc(C2CC(=O)c3cn4nc(C)nc4nc3C2)cc1OC (stereo not given),-0.07
CC(=O)N(c1ccc(NS(=O)(=O)c2cccs2)cn1)S(=O)(=O)c1cccs1,-0.9
CC(C)C(=O)N(Cc1ccco1)S(=O)(=O)c1cccc2cccnc12,-2
CNc1ncc(-c2nnnn2-c2ccccc2)c(-c2ccccc2)n1,-1.2
O=C(NCc1ccco1)C1CCN(S(=O)(=O)c2ccc(Br)cc2)CC1,0.18
Cc1cc(C)cc(NC(=O)Nc2cccc(C)n2)c1,0.16
COc1ccc(CN2C(=O)c3oc4ccc(C)cc4c(=O)c3C2c2ccc(O)c(OC)c2)cc1 (stereo not given),-0.31
CCOC(=O)c1c(C)csc1NC(=O)Nc1c(Cl)cccc1Cl,1
C#CCOc1ccc(C2C3=C(CC(C)(C)CC3=O)NC3=C2C(=O)CC(C)(C)C3)cc1,-1.7
O=C(OC1CCSC1)c1cc(C(F)(F)F)cc(C(F)(F)F)c1 (stereo not given),1.6
O=S(=O)(c1ccc(Cl)cc1)N(Cc1ccccc1)S(=O)(=O)c1ccc(Cl)cc1,-0.89
CCCn1c(=O)c2[nH]c(-c3ccc(S(=O)(=O)O)cc3)nc2n(CCC)c1=O,-1.8
Cc1nnc(SCc2ccc([N+](=O)[O-])cc2)s1,-1.1
CCSc1nc2sc3c(c2c(=O)n1-c1ccccc1)CC(C)(C)OC3,-0.13
O=C(/C=C(\O)c1ccccc1)C(=O)/C=C(\O)c1ccccc1,1.1
COC(=O)CS/C(=C(\C=N\O)c1ccccc1)C(F)(F)F,1.3
Cc1onc(-c2ccccc2Cl)c1NC(=O)Nc1c(-c2ccccc2Cl)noc1C,0.16

# The listing continues.
SMILES,Dicer processing
CCOc1ccc(C2C(C(=O)OC)=C(C)NC3=C2C(=O)CC(c2ccc(OC)cc2)C3)cc1 (stereo not given),-0.58
COc1cc(C2C(C#N)=C(N)Oc3n[nH]c(C)c32)ccc1OCc1ccccc1 (stereo not given),-0.48
CC(C)(C)C1=CC(=O)C=C(C(C)(C)C)C1=O,-0.75
COc1ccc(C2Nc3ccc(C(=O)c4ccccc4)cc3NC3=C2C(=O)CCC3)cc1O (stereo not given),0.28
C#CCSc1nc(-c2ccc(C(F)(F)F)cc2)nc(C)c1C(C)=O,-0.58
COc1cccc(C(=O)NCCN2CCN(c3ccc(Cl)cc3)CC2)c1,3.9*
CCOC(=O)c1sc2sc(C(=O)OCC)c(-c3ccco3)c2c1N,-2.1
CC[n+]1c(C)n(-c2ccccc2)c2ccccc21,10*
CSc1nc(N)n2nc(-c3ccccc3)cc2n1,0.69
COc1cc(/C=N/Nc2ccccc2)ccc1OC(=O)c1ccccc1,0.46
C=CCN1C(=O)C2(/C(=C(/O)c3ccc(OC)cc3)C(=O)C(=O)N2CCOC)c2ccccc21 (stereo not given),1.3
Cc1c(NC(=O)C2CCCN2S(=O)(=O)c2ccc(Cl)cc2)c(=O)n(-c2ccccc2)n1C (stereo not given),0.32
CC1=C(C(=O)OC(C)C)C(c2ccccc2)C2=C(CCCC2=O)N1 (stereo not given),-1.1
CCOC(=O)C1=C(C)N(C)C(=O)N(C)C1c1ccccc1 (stereo not given),0.62
CC(=O)NC(Nc1ccccc1C(F)(F)F)(C(F)(F)F)C(F)(F)F,-1.2
Cc1cc(=O)oc2cc(O)cc(O)c12,-1
O=C(CCc1nc2ccccc2[nH]c1=O)OCc1ccc(Br)cc1,1.6
CCOc1cccc(C2Nc3ccccc3-c3cc(C)nn32)c1O (stereo not given),2.7
CS(=O)(=O)n1nc(-c2ccccc2)nc1NCc1ccco1,5*
CCNc1nc(Oc2ccc(=O)n(-c3ccccc3)n2)nc(N(C)C)n1,-0.69
O=C1CC2(CCCC2)C(=O)N1c1ccc(S(=O)(=O)NC2CCN(Cc3ccccc3)CC2)cc1Cl,-1.2
COc1cc2ncnc(Sc3ccc(C)cc3)c2cc1OC,-3
CC(C)(CO)NC(=S)Nc1cccc(F)c1,-0.02
O=C(O)CCC(=O)c1ccc2ccccc2c1,0.56
COc1cc(CNCc2cc(Br)ccc2OC)cc(OC)c1,0.2

# Reprinted at random: two entries already listed
SMILES,Dicer processing
CNc1ncc(-c2nnnn2-c2ccccc2)c(-c2ccccc2)n1,-1.2
O=C(Nc1nc(C(F)(F)F)c(-c2ccccc2)s1)c1cccs1,1.5

# (continued)
SMILES,Dicer processing
COC(=O)C(C#N)c1ccc(C(F)(F)F)cc1[N+](=O)[O-] (stereo not given),1.1
Cc1nnsc1-c1nnc(SCC(=O)N(c2ccccc2)C2CCCCC2)n1C1CC1,0.02
O=C(NOC(=O)c1ccccc1)c1ccccc1,-0.5
C=CCCN(C(C)C)S(=O)(=O)c1ccc(C)cc1,-0.33
O=C(CN1CCOCC1)NN1CC(=O)N(c2ccccc2)CC1=O,2.2
Clc1ccc2c(c1)CCc1cccnc1C2=C1CCNCC1,-0.12
CCOC(CC(=O)NNC(=O)c1ccc(Cl)cc1)OCC,-2.5
CC(C)N1C(=O)C(O)(c2c[nH]c3ccccc23)c2ccccc21 (stereo not given),1
N#CC1CCN(CCS(=O)(=O)c2ccc(Cl)cc2)CC1,-0.64
CCN1CCN(c2nc(C)nc3sc4c(c23)CCC4)CC1,-0.91
Clc1ccc(-c2nnnn2Cc2ccccc2)cc1,-0.12
O=C1CSC(=O)N1c1ccc(Cl)cc1,-0.02
CCCCc1c(O)c2cccc3c4ccccc4n(c1=O)c23,-0.11
Cc1nn(-c2ccc(Cl)cc2)c(=O)c2c(C)noc12,-0.94
CS(=O)(=O)Nc1nc2n(n1)C(c1ccc(F)cc1)C=C(c1ccc(Cl)cc1)N2 (stereo not given),2.4
COc1ccc(NC(=O)/C=C/c2ccc(N3CCC(c4ccccc4OC)CC3)c([N+](=O)[O-])c2)c(Cl)c1,2.3
CCn1c2ccccc2c2cc(NC(=O)CN3C(=O)c4ccccc4S3(=O)=O)ccc21,-1.5
CC(C)NC(=O)NNC(=O)Cn1nnc(N2CCCC2)n1,0.58
OCc1ccc(-c2ccc(Cl)cc2)o1,1.2
COc1c(Cl)cccc1-c1cn2ccccc2n1,-1.6
CN(C)S(=O)(=O)N(CC(=O)Nc1ccc2c(c1)OCCO2)c1ccccc1,-0.65
CCOC(=O)c1c(C)c2c(=O)[nH]cnc2n1-c1ccccc1,-0.11
N#C/C(=N\OS(=O)(=O)c1ccc(Cl)cc1)S(=O)(=O)c1cccs1,-0.56
Cc1cc(OCc2nc(-c3ccncc3)no2)ccc1Cl,-1.1
COC(=O)c1cnc(Sc2ccccc2N)c([N+](=O)[O-])c1,-1.2
O=C1C2C(c3ccccc3)OC3(C(=O)c4ccccc4C3=O)C2C(=O)N1Cc1ccc(Cl)cc1 (stereo not given),-0.69

# Shown tab-delimited: part of the list above.
structure	Dicer processing
COC(=O)C(C#N)c1ccc(C(F)(F)F)cc1[N+](=O)[O-] (stereo not given)	1.1
Cc1nnsc1-c1nnc(SCC(=O)N(c2ccccc2)C2CCCCC2)n1C1CC1	0.02
O=C(NOC(=O)c1ccccc1)c1ccccc1	-0.5
C=CCCN(C(C)C)S(=O)(=O)c1ccc(C)cc1	-0.33
O=C(CN1CCOCC1)NN1CC(=O)N(c2ccccc2)CC1=O	2.2
Clc1ccc2c(c1)CCc1cccnc1C2=C1CCNCC1	-0.12
CCOC(CC(=O)NNC(=O)c1ccc(Cl)cc1)OCC	-2.5
CC(C)N1C(=O)C(O)(c2c[nH]c3ccccc23)c2ccccc21 (stereo not given)	1
N#CC1CCN(CCS(=O)(=O)c2ccc(Cl)cc2)CC1	-0.64
CCN1CCN(c2nc(C)nc3sc4c(c23)CCC4)CC1	-0.91
Clc1ccc(-c2nnnn2Cc2ccccc2)cc1	-0.12
O=C1CSC(=O)N1c1ccc(Cl)cc1	-0.02
CCCCc1c(O)c2cccc3c4ccccc4n(c1=O)c23	-0.11
Cc1nn(-c2ccc(Cl)cc2)c(=O)c2c(C)noc12	-0.94
CS(=O)(=O)Nc1nc2n(n1)C(c1ccc(F)cc1)C=C(c1ccc(Cl)cc1)N2 (stereo not given)	2.4
COc1ccc(NC(=O)/C=C/c2ccc(N3CCC(c4ccccc4OC)CC3)c([N+](=O)[O-])c2)c(Cl)c1	2.3
CCn1c2ccccc2c2cc(NC(=O)CN3C(=O)c4ccccc4S3(=O)=O)ccc21	-1.5
CC(C)NC(=O)NNC(=O)Cn1nnc(N2CCCC2)n1	0.58
OCc1ccc(-c2ccc(Cl)cc2)o1	1.2
COc1c(Cl)cccc1-c1cn2ccccc2n1	-1.6
CN(C)S(=O)(=O)N(CC(=O)Nc1ccc2c(c1)OCCO2)c1ccccc1	-0.65
CCOC(=O)c1c(C)c2c(=O)[nH]cnc2n1-c1ccccc1	-0.11

# This is a subset (hit frequency here may not be typical).
